S-ASM inh = Inhibitors of Secretory Acid Sphingomyelinase (S-ASM): qHTS. Sphingomyelin phosphodiesterase (Homo sapiens), P17405. AID 504937, 2011. 340,000 compounds, 0.006% hits. placental ASM, HMU-PC fluorogenic substrate, 60 min. Potency, µM (highest dose often 57.5 µM), without a hit: top-dose activity change, negative = inhibition, most hits filed as inhibitors; also: potency is read from the fitted curve at half-maximal effect
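qHTS format. ASM enzyme prepared from human placenta hydrolyses the fluorogenic substrate HMU-PC0 (9 uM final) over 60 min at 37 °C after a 10 min compound preincubation.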
PTAP TSG101 blk = qHTS Assay for Iinhibitors of HIV-1 Budding by Blocking the Interaction of PTAP/TSG101; Tumor susceptibility gene 101 protein (Homo sapiens), Q99816; Fluorescence polarization, FITC-PTAP peptide / Tsg101 binding; Potency, µM (series often up to 115 µM), without a hit: at the top dose activity change, negative = inhibition, most hits filed as inhibitors; 340,000 tested, under 10 active; AID 493005, 2010; active = well fitted inhibition curve with a large enough effect in the main read-out, with a control signal flat, not every such curve was filed as active; inconclusive = small, poorly fitted or top-dose-only effect, or effect the other way, or a change in a side signal; inactive = no such curve, though single readings can be large or run the other way; also: potency is read from the fitted curve at half-maximal effect; % of control where 0% means no effect
Target sequence (Q99816 whole entry, looked up): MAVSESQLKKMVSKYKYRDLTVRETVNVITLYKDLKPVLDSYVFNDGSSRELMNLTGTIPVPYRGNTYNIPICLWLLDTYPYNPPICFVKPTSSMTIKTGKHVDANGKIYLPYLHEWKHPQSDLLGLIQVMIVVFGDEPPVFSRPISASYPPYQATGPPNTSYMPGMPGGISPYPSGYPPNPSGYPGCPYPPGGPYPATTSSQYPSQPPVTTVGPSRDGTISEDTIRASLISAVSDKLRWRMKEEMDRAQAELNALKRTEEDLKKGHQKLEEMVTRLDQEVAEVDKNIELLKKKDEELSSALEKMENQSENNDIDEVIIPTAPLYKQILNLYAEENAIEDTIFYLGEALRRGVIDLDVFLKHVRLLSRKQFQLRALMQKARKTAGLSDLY
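Tsg101 binding domain (10 uM final) was mixed with compound and a FITC-labeled PTAP peptide (50 nM final) in HEPES pH 7.5 buffer with NaCl, Tween 20, EDTA and TCEP; fluorescence polarization was read after 20 min at r.t.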
FBPA coupling cs = qHTS Assay for Inhibitors of Fructose-1,6-bisphosphate Aldolase from Giardia Lamblia: Coupling assay counterscreen; coupling enzyme system counterscreen, AmpLite Red fluorescence; activity change, negative = inhibition, % at 58.2 µM, hits read low; 290,000 compounds, 0.67% hits; AID 2472, 2010; in the data active = activity change below about -30%; also: % is scaled to controls: 0 for no effect and ±100 for the full control effect
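Fluorescence at 525 nm excitation and 598 nm emission measured inhibition of the coupled detection system without aldolase. Compounds (at 57.5 uM final) were preincubated 10 min at room temperature with coupling enzyme reagent before a 20 min substrate/AmpLite Red step.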
a7 integrin act = qHTS for Activators of Integrin-Mediated Alleviation for Muscular Dystrophy; Potency, µM (doses to about 38.3 µM), inactives show at the highest dose activation, most hits filed as activators; 350,000 compounds, 0.064% hits; alpha7betagal myoblasts, beta-gal FDG fluorescence, 48 h;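 also: potency is read from the fitted curve at half-maximal effect; 100% = response of the positive control SU9516; nearly all actives have a fitted effect of over 60% in size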
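alpha7betagal+/- myoblasts (passage 13, 250/well) treated 48 h at 37C with compounds at 1:260 dilution of DMSO stock. Lysed, then beta-galactosidase activity read as FDG fluorescence (ex 480/em 540) after 30 min, with pre-read for autofluorescence.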
PKM2 act = qHTS Assay for Activators of Human Muscle isoform 2 Pyruvate Kinase; Pyruvate kinase PKM (Homo sapiens), P14618; purified PKM2, Kinase-Glo ATP luminescence, activation; response scale: 0% is enzyme alone, no compound; Potency, µM (series often up to 57.5 µM), without a hit: at the top dose activation, most hits filed as activators; 260,000 compounds, 0.34% hits; AID 1631, 2009; also: potency is read from the fitted curve at half-maximal effect; % is scaled to controls: 0 for no effect and ±100 for the full control effect; nearly all actives have a fitted effect of over 55% in size
Target sequence (P14618 whole entry, looked up, canonical isoform): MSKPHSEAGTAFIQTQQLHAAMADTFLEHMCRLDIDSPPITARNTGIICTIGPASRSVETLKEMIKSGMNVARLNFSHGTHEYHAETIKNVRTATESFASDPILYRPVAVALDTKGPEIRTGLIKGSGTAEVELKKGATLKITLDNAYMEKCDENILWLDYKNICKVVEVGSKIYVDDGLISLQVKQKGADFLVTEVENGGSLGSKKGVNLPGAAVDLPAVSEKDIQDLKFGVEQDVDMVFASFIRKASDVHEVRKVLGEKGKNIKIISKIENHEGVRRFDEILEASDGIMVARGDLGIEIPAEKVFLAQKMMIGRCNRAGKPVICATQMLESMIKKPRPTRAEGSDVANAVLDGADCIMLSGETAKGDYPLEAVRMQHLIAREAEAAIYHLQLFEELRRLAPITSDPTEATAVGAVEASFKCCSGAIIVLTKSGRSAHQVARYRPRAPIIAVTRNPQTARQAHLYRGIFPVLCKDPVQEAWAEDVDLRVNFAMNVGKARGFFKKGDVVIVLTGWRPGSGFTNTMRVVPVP
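ATP formation by purified human PK-M2, quantified via coupled luciferase luminescence after 1 h at room temperature with 0.1 mM ADP and 0.5 mM PEP final.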
Tb PFK block = qHTS Assay to Find Inhibitors of T. brucei phosphofructokinase | T. brucei PFK, ADP-Glo luminescence | AID 485367, 2010 | Potency, µM (series often up to 57.5 µM), for inactives: top-dose activity, negative = inhibition, actives largely listed as inhibitors | 330,000 compounds, 0.17% hits | ATP-dependent 6-phosphofructokinase (Trypanosoma brucei brucei), O15648;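 also: potency is read from the fitted curve at half-maximal effect; 0% = uninhibited 1x PFK enzyme wells and -100% = no-enzyme wells; nearly all actives have a fitted effect of over 60% in size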
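PFK 1.25 nM, F6P 0.5 mM, ATP 0.1 mM, 0.1 M TEA pH 8.0, 5 mM MgCl2, 0.01% Tween20, 0.1% BSA; 45 min RT. ADP-Glo readout. qHTS titration up to 57 uM; curves fitted, compounds curve-classed.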
GALK inh = qHTS Assay for Inhibitors of Human Galactokinase (GALK); P51570; Purified GALK, Kinase-Glo residual ATP luminescence; Potency, µM (series often up to 57.5 µM), without a hit: top-dose activity change, negative = inhibition, usual class: inhibitors; 270,000 compounds, 0.007% hits; AID 1868, 2009; also: potency is read from the fitted curve at half-maximal effect; % is scaled to controls: 0 for no effect and ±100 for the full control effect
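ATP-depletion format; final 35 uM ATP, 100 uM D-galactose, 5 nM enzyme; pH 8.0 HEPES/Mg2+ buffer; 60 min RT; luminescence read 10 min after detection reagent.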
B2AR arrestin = qHTS assay of beta-arrestin-biased ligands of beta2-adrenergic receptor; Potency, µM (titrated, usually from 46.1 µM), for inactives: at the top dose activation, actives largely listed as activators; 330,000 compounds, 0.02% hits; beta-arrestin recruitment to beta2AR, cell-based reporter; Beta-2 adrenergic receptor (Homo sapiens), P07550;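 also: potency is read from the fitted curve at half-maximal effect; 0% = DMSO controls and full agonism = EC100 isoproterenol or metaproterenol; nearly all actives have a fitted effect of over 65% in size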
Giardia killer = Small Molecules that selectively kill Giardia lamblia: qHTS; 340,000 compounds, 0.15% hits; Giardia lamblia trophozoite viability; activity change, % at 7.66 µM, hits read low; AID 540267, 2011; in the data active = activity change below about -80%; inconclusive = between about -30% and that limit;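 also: parasites exposed to compound for two days anaerobically before the ATP read; % is scaled to controls: 0 for no effect and ±100 for the full control effect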
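Luminescence from cellular ATP indicates surviving trophozoites (100 cells/well) following 48 hrs anaerobic compound treatment at 37 deg C; signal develops 15-30 min at room temperature.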
BCR signal inh = qHTS Assay to Find Inhibitors of Chronic Active B-Cell Receptor Signaling. ABC-DLBCL IkBa-CBG/CBR reporter, luminescence ratio, 4 h. Potency, µM (titrated, usually from 46.1 µM), for the others: at the top dose ratio change, negative = lower green/red ratio, hits mostly inhibitors. 340,000 compounds, 0.05% hits; active = well fitted inhibition curve with a large enough effect in the signal ratio, with a control signal flat, not every such curve was filed as active; inconclusive = small, poorly fitted or top-dose-only effect, or effect the other way, or a change in a side signal; the % refers to the signal ratio;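 also: potency is read from the fitted curve at half-maximal effect; plate controls were basal doxycycline-induced cells for no effect and cells given 10 µM MG132 for full effect; MG132 reads +100%, hits lower the ratio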
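TMD8 human ABC-DLBCL cells with doxycycline-inducible IκBα–green luciferase fusion and unfused red luciferase, in 0.5% FBS medium; compounds up to 46 uM, 4 h at 37C. Green/red luminescence ratio, filter-overlap corrected, fitted to concentration-response curves.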
Menin-MLL TR inh = qHTS Assay for Inhibitors Targeting the Menin-MLL Interaction in MLL Related Leukemias: Competition With Texas Red Labeled MLL-derived Mutant Peptide; O00255; Menin + Texas Red MLL mutant peptide, fluorescence polarization; Potency, µM (doses to about 61.6 µM), without a hit: at the highest dose FP activity change, negative = inhibition, usual class: inhibitors; 270,000 compounds, 0.23% hits; active = well fitted inhibition curve with a large enough effect in the polarisation, with a control signal flat, not every such curve was filed as active; inconclusive = small, poorly fitted or top-dose-only effect, or effect the other way, or a change in a side signal; inactive = no such curve, though single readings can be large or run the other way; the % refers to the polarisation; also: potency is read from the fitted curve at half-maximal effect; % of control where 0% means no effect; many of its hits are not listed in these tables
* hit, by the source's call; ? = inconclusive; . = no result given; [ ] = remark or other dose. Unless noted, calls follow the shape of the dose curve; as a rule, active = well fitted curve in the direction sought with a large enough effect; inconclusive = small, poorly fitted or top-dose-only effect, or another doubt; inactive = no such curve, though single readings can be large; an effect the other way counts as inactive or inconclusive. Some of the compounds tested (hit frequency here may not be typical).

SMILES	S-ASM inh	PTAP TSG101 blk	FBPA coupling cs	a7 integrin act	PKM2 act	Tb PFK block	GALK inh	B2AR arrestin	Giardia killer	BCR signal inh	Menin-MLL TR inh
CC1CCc2c(sc3ncn(Cc4ccc(C(=O)O)cc4)c(=O)c23)C1 (centres undefined)	-4%	-3%	16	8%	22%	-2%	-2%	-0.4%	30	-3%	10%
COc1ccc(C(=O)CCC(=O)NCCc2ccccc2F)cc1	-5%	0%	-1	-4%	.	3%	1%	0.7%	-4	0%	-13%
CN(C)C(=S)NC(C)(C)C	1%	0%	0	-48%[inhibitor]	1%	0%	0%	-0.7%	8	5%	.
Cc1ccc2nc(NC(=O)C3CCN(S(=O)(=O)c4cc([N+](=O)[O-])ccc4Cl)CC3)sc2c1	-6%	-4%	-1	-45%[inhibitor]	-2%	-3%	1%	-1.2%	12	?	?
CCOC(=O)C1(Cc2cccc(F)c2)CCN(C(=O)COC)CC1	1%	1%	-1	15%	0%	1%	?	0.5%	0	0%	.
C#CCn1cc(Cl)cc(C(=O)Nc2ccccc2)c1=O	-2%	-6%	1	25%	.	7%	1%	-1.0%	-1	1%	-28%
Cn1c(C(=O)OCC(=O)NCc2cccs2)cc2sccc21	6%	-1%	0	5%	0%	-1%	0%	0.1%	9	1%	-15%
CN(C)NC(=S)NC1CC2CCC1C2 (centres undefined)	9%	-9%	2	-14%	4%	-7%	.	-0.6%	-21	-1%	.
CC(=O)c1cn(C)c(=O)n(C)c1=O	3%	-3%	0	?	-4%	-2%	2%	-2.1%	-21	3%	3%
CC(OC(=O)Cc1n[nH]c(=O)c2ccccc12)C(=O)Nc1ccc(F)cc1 (centres undefined)	6%	-3%	.	-3%	.	5%	.	3.0%	14	?	.
CCOc1cc(NC(=S)NCCCN2CCOCC2)c(OCC)cc1NC(=O)CC(C)C	3%	-1%	-2	-12%	0%	0%	-3%	0.2%	6	0%	-16%
COc1ccc(N/C=C\C(=O)c2ccc(Br)cc2)cc1OC	-7%	?	1	23%	4%	3%	0%	-0.1%	-3	-3%	5%
CCC(=O)NC(=Nc1nc2ccccc2s1)NC(=O)CC	-2%	-13%	4	26%	-2%	-4%	-1%	0.1%	-4	?	1%
Cc1onc(-c2ccccc2)c1C(=O)OCC(=O)Nc1cc(S(=O)(=O)N2CCOCC2)ccc1Cl	-2%	-6%	-4	1%	7%	0%	-2%	0.0%	9	?	24%
CC(C)(C)c1cccc(Cn2nnc3ccccc32)c1O	-14%	-6%	.	-24%	.	-17%	.	-0.1%	-8	?	.
COc1cc(CCC(=O)OCC(=O)NCc2ccccc2)cc(OC)c1OC	-1%	-8%	-2	21%	-3%	0%	0%	0.1%	0	-22%	2%
Cc1ccc2c(c1)cc(CN(Cc1cccnc1)C(=O)NCc1ccccc1)c1nnnn12	-1%	-4%	9	4%	-2%	0%	0%	0.0%	5	13%	0%
Cc1ccc(OC(=O)c2ccc(Br)o2)cc1	-4%	-8%	0	8%	1%	-10%[0.46 µM]	0%	0.4%	3	-3%	6%
O=C1CCC/C(=N\NC(=O)COc2ccc(Cl)cc2)C1	-2%	-1%	-1	-28%	-1%	-6%	-1%	-0.2%	12	-3%	7%
Cc1ccc(OCCC(=O)OCC(=O)N2CCN(S(=O)(=O)c3ccc(Cl)cc3)CC2)cc1	-1%	0%	.	-26%	.	-21%	.	0.8%	15	?	.
COc1cccc2cc(C(=O)NCc3ccccc3Br)c(=O)oc12	-1%	-2%	.	22%	-8%	0%	7%	-0.3%	-1	4%	.
CCOc1cc(CNc2ccc3c(c2)OCCO3)cc(Br)c1OCC(N)=O	2%	-2%	-5	-20%	4%	-3%	-1%	-1.2%	18	?	?
COc1ccc(NC(=O)NC(=O)c2cc(OCC(F)(F)F)ccc2OCC(F)(F)F)cc1	-16%	1%	-7	4%	-1%	10%	1%	0.4%	8	2%	.
Cc1c(C(=O)N(Cc2cccc(Br)c2)C2CCS(=O)(=O)C2)oc2ccc(F)cc12 (centres undefined)	-6%	4%	.	?	.	2%	-8%	0.3%	8	1%	.
Cc1ccc(N(CC(=O)NCc2ccc3c(c2)OCO3)C(=O)CCC(=O)Nc2ccccn2)cc1	-4%	0%	3	-4%	.	-3%	-1%	-0.1%	14	1%	-8%

(cont.)
SMILES	S-ASM inh	PTAP TSG101 blk	FBPA coupling cs	a7 integrin act	PKM2 act	Tb PFK block	GALK inh	B2AR arrestin	Giardia killer	BCR signal inh	Menin-MLL TR inh
Cc1cc2c(cc(C(=O)O)n2C)s1	3%	-6%	3	19%	-3%	1%	1%	0.2%	-29	10%	-1%
CN(CC(=O)Nc1ncn[nH]1)S(=O)(=O)c1ccc(Br)cc1	2%	-3%	.	-6%	1%	4%	-7%	-0.5%	-19	-1%	.
Cc1oc(-c2cccc(C(F)(F)F)c2)nc1CN1CCOCC1	-1%	-1%	0	0%	-8%	1%	0%	14%	15	?	24%
COC(=O)CSc1cc(C)nc(SC)n1	0%	-7%	1	9%	-4%	0%	-2%	-1.0%	-6	-2%	19%
Cc1ccc(SC(C)C(=O)N2CCCC2)cc1 (centres undefined)	7%	-5%	-2	11%	3%	2%	0%	0.0%	21	-5%	-1%
CCn1c(=O)cc(SCC(=O)NCCCN2CCN(c3ccc(F)cc3)CC2)c2ccccc21	-1%	-5%	0	-1%	-1%	0%	-4%	-0.2%	7	-6%	-13%
Cc1ccc(NC(=O)CCCSc2nc3ccccc3[nH]2)cc1	0%	-3%	-1	-27%	-2%	11%	0%	-0.4%	8	-7%	3%
O=C(COC(=O)c1ccc(O)cc1)NCCCc1ccccc1	-3%	0%	0	18%	-2%	-3%	1%	0.3%	-3	-4%	-1%
COc1ccccc1N1CCN(C(=O)c2ccc(-c3ccccc3)cc2)CC1	-9%	-6%	0	-10%	.	-4%	0%	0.0%	1	?	?
COc1ccc(-c2c(C#N)c(N)nc3c2CCC3)cc1	434%[activator]	-7%	-1	-7%	1%	-2%	1%	0.0%	-7	-1%	12%
CCC(CC)C(=O)Nc1c2c(nn1-c1ccc(OC)cc1)CS(=O)C2 (centres undefined)	1%	-5%	4	-21%	0%	5%	2%	-0.7%	0	-15%	-4%
Cc1cc(C(=O)CCC(=O)N2CCN(S(=O)(=O)c3cccs3)CC2)c(C)s1	-3%	-3%	0	25%	?	-2%	5%	0.3%	-16	1%	-17%
CCCCS(=O)(=O)/C=C/[C@H]1[C@H](S(=O)(=O)CCCC)[C@H]2C=C[C@@H]1C2	3%	1%	2	17%	-4%	2%	1%	-0.5%	-5	-5%	14%
Cc1cc(NC(=O)COc2coc(CN3CCN(c4ccc(F)cc4)CC3)cc2=O)no1	-1%	-1%	.	4%	.	-9%	.	-0.3%	-16	10%	.
COc1ccc(/C=C/C(=O)Nc2cc(S(=O)(=O)N3CCOCC3)ccc2C)cc1OC	11%	0%	-2	2%	-2%	-2%	-2%	0.2%	16	-7%	0%
O=C(CN1C(=O)c2ccccc2S1(=O)=O)c1ccccc1Cl	.	.	.	.	3%	0%	4%	0.4%	.	0%	.
CCCNC(=O)c1ccc(Cn2cc(C(F)(F)F)ccc2=O)cc1	1%	-1%	3	7%	2%	1%	14%	0.3%	16	6%	1%
O=C(CCC(=O)Nc1ccccc1)N/N=C/c1ccc2c(c1)OCO2	-1%	-4%	.	-38%	-10%	-3%	-6%	0.1%	-20	4%	.
COc1ccccc1/C=C1\SC(=S)N(NS(=O)(=O)c2ccccc2)C1=O	-12%	-2%	9	-35%	.	?	-4%	0.3%	-6	0%	?
COc1ccc(/C=N/OC(=O)Nc2ccc(Cl)cc2)c(OC)c1	-6%	0%	0	7%	-2%	-17%	5%	4.1%	-21	0%	.
CCOc1ccccc1N(C)C(=O)c1cc2c(=O)n(CC)c3ccccc3c2s1	-17%	-4%	3	-31%	1%	-1%	-1%	7.2%	14	?	.
CCC(C)(C)n1nnnc1C(c1ccc(C)cc1)N1CCN(Cc2ccc3c(c2)OCO3)CC1 (centres undefined)	-3%	-3%	1	-12%	3%	0%	-2%	-0.5%	-21	2%	-26%
Cc1cc([N+](=O)[O-])ccc1NC1CCCC1	-11%	-2%	1	7%	0%	-24%	2%	-0.1%	-9	?	9%

Compound activity (PubChem BioAssay)
